GAA inh: alpha-glucosidase (human) inhibition; P10253; purified human GAA, 4-MU-alpha-glucoside fluorescence; Potency, µM (highest dose often 76.9 µM), for the others: top-dose activity change, negative = inhibition, actives largely listed as inhibitors; 200,000 compounds, 0.005% hits; AID 1466;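 further: potency means the concentration at half of the fitted maximal effect; plate controls were uninhibited enzyme wells for no effect and no-enzyme background for full effect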
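Human alpha-glucosidase, 4 nM, pre-mixed with test compounds before 400 uM 4-methylumbelliferyl substrate; 20 min room temperature at pH 5.0. Fluorescence read after pH 10 stop; AC50 values from Hill-equation fits.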
HTT aggregate: inhibitors of mutant huntingtin aggregate formation in PC12 cells; PC12 HttQ103-GFP aggregates, Acumen cytometry, 40 h; Potency, µM (doses to about 46.1 µM), for the others: at the highest dose activity change, negative = inhibition, most hits filed as inhibitors; 220,000 compounds, 1.1% hits; AID 1688; further: potency means the concentration at half of the fitted maximal effect; on the % scale 0 is the no-effect control and ±100 the full control effect; nearly all actives have a fitted effect of over 60% in size
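Ecdysone-promoter PC12 model expressing HTT exon 1 Q103 fused to GFP, induced by tebufenozide at 100 nM final. Compounds titrated; aggregates sized 1–25 µm scored on a 488 nm laser cytometer.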
GAA spleen mod: inhibitors or activators of human alpha-glucosidase in spleen homogenate. human spleen homogenate, 4-MU-alpha-glucoside fluorescence. 240,000 compounds, 0.006% hits. AID 2112. Potency, µM (highest dose often 79.9 µM), without a hit: at the top dose activity change, negative = inhibition, hits mostly inhibitors. P10253;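 further: potency means the concentration at half of the fitted maximal effect; 0% = enzyme with vehicle and -100% = no enzyme basal signal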
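AC50 values come from Hill-equation fits of concentration-response data, normalized to no-enzyme and full-activity controls. Enzyme source: 1 ug human spleen homogenate; 1 mM fluorogenic 4-MU glucoside, pH 5.0 citrate buffer, 37 C, 40 min.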
HTT cytoprotect: cytoprotection in Huntington HTT-Q103 PC12 cell model | AID 1471 | Potency, µM (doses to about 56.4 µM), without a hit: cytoprotection (ATP increase), hits mostly activators | 230,000 compounds, 0.14% hits | PC12 HTT-Q103 induced, cytoprotection, ATP luminescence, 40 h;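 further: potency means the concentration at half of the fitted maximal effect; % of control where 0% means no effect; nearly all actives have a fitted effect of over 45% in size; toxic huntingtin expression switched on by the ecdysone agonist tebufenozide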
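Readout: ATPlite luminescence (ATP level). Model: stable PC12, inducible Htt exon1 Q103-GFP. Inducer: tebufenozide, 100 nM final. Compounds: dose series. No G418 in medium.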
GAA glycogen: alters human alpha-glucosidase cleavage of glycogen | P10253 | recombinant GAA, glycogen substrate, Amplex Red glucose oxidase fluorescence | Potency, µM (top dose mostly 76.4 µM), inactives show at the highest dose activity change, negative = inhibition, hits mostly inhibitors | 300,000 compounds, 0.38% hits | AID 2100;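 further: potency means the concentration at half of the fitted maximal effect; 0% = full enzyme reaction and -100% = no-enzyme basal signal; the screen sought inhibitors and activators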
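Recombinant human alpha-glucosidase (4 nM final) hydrolysed bovine liver glycogen (30 ug) for 40 min at 37 C in pH 5.0 citrate/phosphate with 0.01% Tween-20. Released glucose detected by glucose oxidase/Amplex Red, Ex 573/Em 610 nm. Compounds up to 77 uM; AC50 from Hill fits.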
LMNA splice mod: changes lamin A minigene splicing in HeLa cells | AID 1487 | 200,000 compounds, 0.01% hits | Potency, µM (highest dose often 46.1 µM), for the others: top-dose ratio change, negative = inhibition, hits mostly inhibitors | HeLa LMNA splicing GFP/RFP minigene ratio, 48 h; active means well fitted inhibition curve with a large enough effect in the signal ratio, with a control signal flat, not every such curve was filed as active; inconclusive means small, poorly fitted or top-dose-only effect, or effect the other way, or a change in a side signal; the % refers to the signal ratio; further: potency means the concentration at half of the fitted maximal effect; on the % scale 0 is the no-effect control and ±100 the full control effect
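Read-out is the ratio of GFP to DsRed2 object intensity, acquired by 488 nm laser-scanning cytometry on HeLa lamin A-EGFP minigene reporter cells. Compound incubation 48 hrs at 37 °C in Opti-MEM with 2% FBS; DMSO 0.5% final.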
CBFb-RUNX1 inh: inhibitors of human CBF-beta and RUNX1 interaction; Q01196+Q13951; AlphaScreen CBFb-His/RUNX1-biotin binding, biochemical; Potency, µM (titrated, usually from 59.8 µM), without a hit: at the top dose activity, negative = inhibition, actives largely listed as inhibitors; 230,000 tested, under 10 active; AID 1477; further: % of control where 0% means no effect
Target sequence (Q01196 whole entry, looked up): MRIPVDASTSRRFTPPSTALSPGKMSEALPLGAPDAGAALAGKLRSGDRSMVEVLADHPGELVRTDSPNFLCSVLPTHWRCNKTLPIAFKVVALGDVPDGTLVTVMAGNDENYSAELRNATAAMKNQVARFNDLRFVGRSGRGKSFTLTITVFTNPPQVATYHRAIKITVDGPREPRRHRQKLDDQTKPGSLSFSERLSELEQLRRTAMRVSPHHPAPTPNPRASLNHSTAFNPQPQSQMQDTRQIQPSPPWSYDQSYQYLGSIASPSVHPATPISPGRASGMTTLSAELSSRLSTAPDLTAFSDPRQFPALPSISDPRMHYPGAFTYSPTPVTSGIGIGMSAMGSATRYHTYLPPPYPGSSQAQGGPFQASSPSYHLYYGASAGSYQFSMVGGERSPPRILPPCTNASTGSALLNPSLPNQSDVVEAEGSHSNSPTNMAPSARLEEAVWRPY
Target sequence (Q13951 whole entry, looked up): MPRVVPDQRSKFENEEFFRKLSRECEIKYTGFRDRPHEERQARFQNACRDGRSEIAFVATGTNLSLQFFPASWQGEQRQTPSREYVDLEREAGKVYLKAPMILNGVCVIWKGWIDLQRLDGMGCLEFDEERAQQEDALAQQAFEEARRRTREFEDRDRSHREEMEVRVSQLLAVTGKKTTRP
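Bead-based AlphaScreen assay; binding partners His-tagged CBF-beta and biotinylated RUNX1 at 30 nM each. Compound exposure 15 min after a 20-min protein preincubation; bead step 90 min; all steps at room temperature.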
The depositor's hits bear a star; ? = inconclusive; . = no result given; & = joins results of further samples; [ ] = another dose, or the depositor's remark. Unless noted, the call rests on the fitted dose curve; in most records, active means well fitted curve in the direction sought with a large enough effect; inconclusive means small, poorly fitted or top-dose-only effect, or another doubt; inactive means no such curve, though single readings can be large; an effect the other way counts as inactive or inconclusive.

SMILES | GAA inh | HTT aggregate | GAA spleen mod | HTT cytoprotect | GAA glycogen | LMNA splice mod | CBFb-RUNX1 inh
COC(CNS(=O)(=O)c1ccc(S(=O)(=O)N2CCCC2)cc1)OC | -9% | -13%[9.22 µM] | 4% | -4%[10 µM] | -13% | . | 8%
COC(=O)C1=C(C)n2nnnc2NC1c1cc2ccccc2o1 (stereo not drawn) | -4% | -6% | -12% | 1% | -1% | 4% | 0%
CN(CC(=O)N1CCCC1)S(=O)(=O)c1ccc(Cl)cc1 | -2% | 4%[1.84 µM] | -5% | -3% | -5% | 4% | 0%
Cc1cc2cc(C(c3nnnn3Cc3ccco3)N3CCc4ccccc4C3)c(=O)[nH]c2cc1C (stereo not drawn) | 1% | 31% | -2% | 2%[10 µM] | -4% | 0% | -11%
COc1cccc(-c2ccc3ncnc(N(C)C)c3c2)c1 | . | . | -8% | -213%[inhibitor] | . | ? | .
CN1c2ccsc2C(O)=C(C(=O)Nc2ccccc2)S1(=O)=O | 2% | -8% | -21% | -3%[10 µM] | 1% | -7% | 3%
COc1ccc(-n2c(=O)cc(N3CCN(c4ccccc4)CC3)[nH]c2=O)cc1 | -6% | 15% | -1% | 9% | -3% | 8% | 1%
CCOC(=O)/C(N=Nc1ccc2c(c1)OCO2)=C(\C)O | -10% | -2% | 2% | -39%[inhibitor] | -18% | . | ?
CN(C)C(=S)NC(C)(C)C | -2%[15.4 µM] | 5%[9.22 µM] | -5% | 4%[10 µM] | 0% | . | -1%
Cc1nc2ccc(NC(=O)c3ccc(S(=O)(=O)N4CCOCC4)cc3)cc2s1 | -10% | 1% | -1% | -5% | 1% | ? | 7%
O=C(NCC(F)(F)F)N1CCOCC1 | 5% | -13% | -12% | 38%[10 µM] | -11% | -2% | -1%
CC/C(=N\NC(=O)c1ccc(Br)cc1)c1ccccc1 | 6% | . | 9% | . | -14% | 7%[46 µM] | -3%
FC(F)(F)c1nc2ccccc2c2nc3ccccc3n12 | -3% | -6% | 7% | . | 11% | 0% | 12%
Cc1ccc(/C=N/N2CCCCC2)o1 | -6% | 5% | 1% | ? | -5% | 8%[46 µM] | 5%
NS(=O)(=O)c1ccc(CCNC(=O)c2cc(-c3ccc(Br)cc3)nc3ccccc23)cc1 | -5% | -8% | 2% | -25%[10 µM] | -14% | 76%[46 µM] | 0%

Continued; it opens with the four that closed the last part.
SMILES | GAA inh | HTT aggregate | GAA spleen mod | HTT cytoprotect | GAA glycogen | LMNA splice mod | CBFb-RUNX1 inh
CC/C(=N\NC(=O)c1ccc(Br)cc1)c1ccccc1 | 6% | . | 9% | . | -14% | 7%[46 µM] | -3%
FC(F)(F)c1nc2ccccc2c2nc3ccccc3n12 | -3% | -6% | 7% | . | 11% | 0% | 12%
Cc1ccc(/C=N/N2CCCCC2)o1 | -6% | 5% | 1% | ? | -5% | 8%[46 µM] | 5%
NS(=O)(=O)c1ccc(CCNC(=O)c2cc(-c3ccc(Br)cc3)nc3ccccc23)cc1 | -5% | -8% | 2% | -25%[10 µM] | -14% | 76%[46 µM] | 0%
CC1=C(C(N)=O)C(c2ccco2)C(C(N)=O)=C(C)N1 | -3% | -7% | -6% | 0% | 8% | 8% | 0%
COc1ccc(-c2noc(CN(C(=O)c3ccc(OC(C)=O)cc3)C(C)C)n2)cc1OC | -9% | -28% | -1% | -1%[0.074 µM] | 7% | 4% | 5%
CCOC(=O)c1ccc(Oc2nc(NC)nc(SC)n2)cc1 | 8% | -9% | -7% | 9%[10 µM] | 0% | 4% | 9%
COc1ccc(C(CC(=O)N2CCCCC2)c2c(O)cc(OC)cc2OC)cc1 (stereo not drawn) | . | -16%[9.22 µM] | -7%&-10% | 15%[10 µM] | 5% | . | -21%&-4%
CCCNC(C)C(=O)Nc1ccccc1C (stereo not drawn) | ? | . | 10%&5%&6% | 8% | 7% | ? | 2%&23%&11%
CCN1CCCC1CNC1=NCCCCC1 (stereo not drawn) | -2% | 13% | -3% | -8%[10 µM] | -1% | -2% | 2%
Cc1ccc2nc(SCC(=O)Nc3cc(C(C)(C)C)nn3-c3ccccc3)[nH]c2c1 | -28% | -4% | -8% | -19%[10 µM] | -6% | ? | -1%
CN(C)c1nc(N)nc(CSc2nc3cc(Cl)ccc3o2)n1 | -8% | ? | -7% | -8%[10 µM] | -3% | 4% | 0%
CCO[C@@H]1OC(C(=O)N2CCN(Cc3ccccc3)CC2)=C[C@H](c2csc3ccccc23)[C@H]1CCCO | . | 12%[9.22 µM] | -6% | 3%[10 µM] | 13% | . | -6%
CC1(C)CC(C#N)(N2CCOCC2)CCO1 (stereo not drawn) | 2% | 21% | 1% | -6% | 5% | 4% | 7%
O=C(CSc1ccc(-c2ccco2)nn1)N1CCCCC1 | 1% | -9% | -7% | -19% | 0% | . | 2%
O=C(COC(=O)/C=C/c1cccs1)Nc1cccc(S(=O)(=O)N2CCCC2)c1 | -3% | -14% | . | -7% | -2% | . | -17%
Cc1ccccc1Oc1ncnc(N)c1[N+](=O)[O-] | -4% | 8% | 0% | 2% | -14% | . | -2%
Cc1ccc(C(=O)CNc2ccccc2C)cc1 | 8% | 5% | 4% | 37%[10 µM] | 2% | -5% | 2%
CC(C)c1ccc(N2C(=O)CSC23C(=O)N2CCCc4cccc3c42)cc1 (stereo not drawn) | -8% | -8% | 1% | -18% | -4% | 11% | -1%
O=C(Nc1ccccc1)c1ccc(CSc2ccccn2)cc1 | -10% | -4% | -1% | 3% | 1% | -7% | 7%
O=C(NCCCN1CCCC1=O)c1ccccc1NS(=O)(=O)c1ccc(Br)cc1 | -6% | 8%[9.22 µM] | -14% | -12% | -4% | 8% | -6%
CNC(=O)CSc1nnc(C(C)C)n1C | 7% | -8%[9.22 µM] | -1% | -2%[10 µM] | 1% | ? | 0%
Cc1ccc(-c2c(C(=O)NNC(=S)NCC3CCCO3)csc2C)cc1 (stereo not drawn) | 4% | 1% | -2% | -13% | -22% | -1%[46 µM] | -2%
CCCCS(=O)(=O)N1CCc2nc(COc3ccccc3)c3c(c2C1)CO[C@@H](C)C3 | . | . | -3%[17.4 µM] | ? | . | -3%[9.22 µM] | -6%[13.1 µM]
CCc1ccc(N=c2c([N+](=O)[O-])nn(-c3ccccc3)n2O)cc1 | -1% | 4% | 6% | 4% | -2% | ? | ?
c1ccc(OCc2nnc(-c3ccccc3)o2)cc1 | 3% | 2% | 2% | . | 11% | . | 15%
Cc1cc(C(=O)NCc2cccs2)c(C)o1 | -5% | 31% | -3% | -8%[1.9 µM] | 2% | 20% | 6%
CCOc1cc(NC(=O)c2ccccc2[N+](=O)[O-])c(OCC)cc1NC(=O)CC(C)C | -4% | 0% | -5% | -13% | 8% | 0% | -2%
O=S(=O)(c1ccc(F)cc1)N1CCN(Cc2ccccn2)CC1 | ? | -12%[9.22 µM] | 5% | 20%[10 µM] | 13% | ? | 1%
N/C(CC1CC1(Cl)Cl)=N\OC(=O)c1ccccc1 (stereo not drawn) | . | -11%[9.22 µM] | 22% | 7%[10 µM] | -10% | . | -6%
CCc1nc(NCc2ccccc2)c(C#N)c2c1CCCC2 | ? | ? | 2% | 2%[10 µM] | -9% | 18% | -2%
O=c1cnn(-c2ccc(Cl)cc2Cl)c(-c2ccccc2)c1 | -2% | -7%[9.22 µM] | -2% | 21% | 2% | ? | 2%
O=C1CCCC(=O)C1=Cc1c[nH]c2ccccc12 | -7%[15.4 µM] | -7% | -7% | 11% | 7% | ? | 9%
COC(=O)CN(c1ccc(C(C)C)cc1)S(=O)(=O)c1c(C)[nH]c(=O)[nH]c1=O | 0%[15.4 µM] | 9% | -6% | 1% | 9% | 1% | -2%
O=C(O)COCC(=O)NCc1csc2ccccc12 | -11% | 7%[9.22 µM] | 1% | 1%[10 µM] | 11% | . | 4%
COc1cc(C)ccc1OCCOc1ccccc1Cl | 5% | 2% | -4% | -7% | -4% | -9% | ?
CC(=O)NC(=O)c1ccc(-c2ccc(Cl)cc2)o1 | 8% | -2% | -4% | -7%[10 µM] | 8% | ? | -5%
CN1CCc2c(sc(/N=C/c3ccco3)c2C(N)=O)C1 | ? | -4% | 21% | -25% | 17% | -2% | -27%
CCN(CC)CCN1C(=O)C(=O)/C(=C(/O)c2ccc(OC)cc2)C1c1cccs1 (stereo not drawn) | -9% | -11% | -4% | -11% | 14% | -7% | 2%
Cc1ccc(C(=O)OCC(=O)c2c[nH]c3ccccc23)cc1 | 3% | 8% | 3% | 12%[0.074 µM] | 6% | -8% | -3%
Cc1ncc(CCl)c2c1OC(C)(C)OC2 | 2% | -1% | -7% | -16%[10 µM] | 1% | -6% | 9%
Cn1nc(C(F)(F)F)c(/C=N/OC(=O)c2ccc(Cl)cc2)c1Cl | -8% | -14% | -11% | 1% | 7% | -5% | 6%
Nc1[nH]c(=O)[nH]c(=O)c1N=Nc1cccc(Cl)c1 | ? | 3%[9.22 µM] | -3% | 8%[10 µM] | 0% | . | 3%
COc1ccc(CN(Cc2ccc(C(=O)O)cc2)C(=S)Nc2ccc(C)cc2)cc1OC | ? | 17% | 20% | 3% | 8% | 4%[46 µM] | ?
COc1ccc(CNn2c(-c3cccc(C)c3)nc3ccccc3c2=O)cc1OC | -9% | 3% | -5% | -15% | -4% | -15% | 1%
CCOc1cc(C2C(C(=O)N3CCCCC3)=C(C)NC3=C2C(=O)CCC3)cc(Br)c1O (stereo not drawn) | -6% | -4% | -14% | 13% | -5% | 4% | 0%
Cc1ccc(-c2nc(C3CCN(S(=O)(=O)c4ccc(C(F)(F)F)cc4)CC3)no2)cc1 | -4% | 0% | -6% | 4% | -6% | 4% | 7%
Cc1ccccc1NC(=O)COC(=O)CCc1ccccc1 | 1% | 9% | 4% | -43%[inhibitor] | -10% | -11%[46 µM] | -3%
CC(CC(=O)NCc1ccccc1)C1CCCO1 (stereo not drawn) | 2% | 6% | -3% | -7% | 7% | 13% | 1%
O=C(Cn1c(C(F)(F)F)nc2ccccc21)NCCN1CCCC1 | 0% | ? | 2% | 6%[0.074 µM] | 6% | 4% | 6%
O=C(Nc1cccnc1)c1ccc([N+](=O)[O-])cc1Cl | 9% | -17% | -3% | -30% | 2% | . | 0%

From PubChem BioAssay
